Source: PubChem (several laboratories)
ADAM17 inh: inhibitors of human ADAM17; inhibition, % at 6.95 µM; recombinant ADAM17, EDANS/DABCYL FRET peptide cleavage; hit rate 0.83% among 370,000; AID 720648; P78536;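 active = inhibition above the mean of compounds lying between control limits plus 3 SD, set per campaign, cut at about 8.5% in these data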;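 note: 0% = DMSO-only wells as the low control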
Target sequence (P78536 215-824 limits assumed): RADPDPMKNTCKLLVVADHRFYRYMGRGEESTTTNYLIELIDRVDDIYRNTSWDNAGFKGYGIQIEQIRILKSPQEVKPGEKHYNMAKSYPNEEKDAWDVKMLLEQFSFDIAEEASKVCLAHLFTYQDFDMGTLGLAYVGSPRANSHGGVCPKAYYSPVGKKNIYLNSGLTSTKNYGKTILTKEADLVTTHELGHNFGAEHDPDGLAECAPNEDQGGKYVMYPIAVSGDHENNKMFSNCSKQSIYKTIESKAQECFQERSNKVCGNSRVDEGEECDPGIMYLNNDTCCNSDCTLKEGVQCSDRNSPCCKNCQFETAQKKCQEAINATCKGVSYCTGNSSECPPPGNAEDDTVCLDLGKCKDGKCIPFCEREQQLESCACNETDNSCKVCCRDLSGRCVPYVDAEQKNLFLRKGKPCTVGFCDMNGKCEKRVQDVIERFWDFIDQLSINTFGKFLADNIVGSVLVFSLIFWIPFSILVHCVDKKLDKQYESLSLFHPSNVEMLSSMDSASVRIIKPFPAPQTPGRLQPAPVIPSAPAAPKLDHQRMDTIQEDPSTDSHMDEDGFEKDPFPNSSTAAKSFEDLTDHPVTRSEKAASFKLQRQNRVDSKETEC
hcDAF12 agonist: activates DAF-12 receptor from parasite H. contortus. HEK293 hcDAF-12 lit1-tk-luc reporter, luminescence; 0% DMSO, 100% Δ7-dafachronic acid. activation, % at 6.8 µM. hit rate 1.4% among 370,000. AID 652067;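 active = activation above the mean of all tested compounds plus 3 SD, cut at about 5.5% in these data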;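 note: 100% = response to 3 µM Δ7-dafachronic acid high control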
DAX1 inh-1: NR0B1 (DAX1) inhibition. HEK293 Gal4-DAX1 luciferase reporter, luminescence. inhibition, % at 6.75 µM. AID 504766. hit rate 0.99% among 340,000. P51843;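 active = inhibition above the mean over all tested compounds plus 3 SD, cut at about 4.2% in these data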;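 note: 0% = DAX1-transfected cells with DMSO and 100% = empty-vector control cells with DMSO; inhibition shows as a rise in luminescence from relieved DAX1 repression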
Target sequence (P51843 207-470 limits assumed): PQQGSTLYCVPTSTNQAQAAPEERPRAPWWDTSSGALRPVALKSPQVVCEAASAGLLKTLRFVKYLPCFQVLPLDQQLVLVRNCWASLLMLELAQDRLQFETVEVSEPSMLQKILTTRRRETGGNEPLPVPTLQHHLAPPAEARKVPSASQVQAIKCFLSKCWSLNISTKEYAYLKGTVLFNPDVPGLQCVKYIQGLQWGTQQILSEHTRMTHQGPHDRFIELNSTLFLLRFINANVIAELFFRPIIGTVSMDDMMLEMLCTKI
MBD2 inh: inhibitors of human MBD2 binding to methylated oligonucleotide; TR-FRET; inhibition, % at 4.4 µM; hit rate 0.31% among 370,000; AID 686964; in the data active = inhibition above about 13%
SMARCA2 act: increases SMARCA2 function in MMTV reporter cells; MG213 cells, MMTV-luciferase reporter, dexamethasone, overnight; activation, % at 9.1 µM; hit rate 1% among 370,000; in the data active = activation above about 7.8%;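 note: 0% = vehicle wells and 100% = reference activator wells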
hgDAF12 agonist: activates the H. glycines DAF-12 receptor ligand-binding domain; HEK293 GAL4-hgDAF12 UAS-luciferase reporter, agonist luminescence; normalized to butyrate control; activation, % at 6.8 µM; hit rate 1.8% among 370,000;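 active = activation above a cutoff set at the mean of all screened compounds plus 3 SD, cut at about 10% in these data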;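 note: 0% = DMSO wells and 100% = sodium butyrate wells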
PLC-gamma1 inh: inhibitors of human phospholipase C gamma1 | P19174 | purified PLC-gamma1, fluorogenic substrate, fluorescence | inhibition, % at 12.2 µM | hit rate 0.84% among 370,000; in the data active = inhibition above about 9.5%
PLC-beta3 inh: blocks human PLC-beta3 enzyme activity; Q01970; inhibition, % at 12.2 µM; hit rate 0.18% among 370,000; AID 720704; Purified PLC-beta3, fluorogenic substrate, fluorescence; in the data active = inhibition above about 11%;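 note: 0% = median of compound wells on plate and 100% = full blocker control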
DAX1 inh-2: blocks DAX1 repression of SF-1 activated StAR promoter. HEK293T StAR-luciferase reporter, SF-1/DAX-1 repression relief. inhibition, % at 6.8 µM. hit rate 1.1% among 370,000. AID 652010;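 active = inhibition above the mean over all tested compounds plus 3 SD, cut at about 3.6% in these data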;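 note: 0% = DAX-1 cells with DMSO and 100% = cells lacking DAX-1 with DMSO; higher inhibition means more luminescence from relief of DAX-1 repression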
ssDAF-12 act: activators of S. stercoralis DAF-12 nuclear receptor; HEK293 ssDAF-12/GRIP1 lit1-tk-luc reporter, luminescence; % of 3 µM dafachronic acid response; hit rate 1% among 370,000; activation, % at 6.8 µM;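 active = activation above the mean over all tested compounds plus 3 SD, cut at about 0.9% in these data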;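 note: 0% = DMSO-only wells and 100% = 3 µM delta7-dafachronic acid wells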
NR1D1 modulator: modulators of human Rev-erb alpha DNA binding | Rev-erbα–FITC-DNA binding, fluorescence polarization, 90 min | activity, % at 10 µM | hit rate 0.79% among 370,000 | P20393;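 active = activity above about 14%, limit read from the data; passing the limit was not always enough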;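 note: 0% = DMSO wells with 35 nM protein and 100% = DMSO wells with 750 nM protein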
Active calls of the source: *; · = not tested or not shown. This is a random part of the collection, and some 7.4% of all compounds hit somewhere here.

SMILES	ADAM17 inh	hcDAF12 agonist	DAX1 inh-1	MBD2 inh	SMARCA2 act	hgDAF12 agonist	PLC-gamma1 inh	PLC-beta3 inh	DAX1 inh-2	ssDAF-12 act	NR1D1 modulator
CC(C)Cc1nnc(NS(=O)(=O)c2ccc([N+](=O)[O-])cc2)s1	0	-2.0	-0.7	-4	-2	0.8	0	-6	-0.2	-0.9	-5
Cc1nn(S(=O)(=O)c2ccccc2)c(C)c1S(=O)(=O)N1CCOCC1	-1	1.3	0.1	-1	0	1.5	4	-2	0.4	-1.1	-2
CCc1nc2ccc(C(=O)NCCCN3CCCC3=O)cn2c1N(C)C(=O)Nc1ccccc1OC	0	-1.7	·	1	3	0.2	-7	-5	1.3	-1.5	7
O=C(NCCC(=O)N1CCN(S(=O)(=O)c2ccccc2)CC1)c1ccc(Br)cc1	-2	-0.6	0.3	0	0	-1.3	-1	-9	-1.2	-0.9	0
Cn1cnc(S(=O)(=O)Nc2cc(-c3ccc(Cl)cc3)nn2C)c1	-3	-0.8	·	1	2	-1.1	1	-1	-0.6	-0.7	-3
CCC(=O)N1CCc2cc(S(=O)(=O)CCC(=O)O)ccc21	-5	-1.9	0.8	-1	2	1.1	-1	1	0.2	-0.3	-2
CC(C)(C)C(=O)CSc1nccc(=O)[nH]1	4	-0.1	-0.2	0	-3	1.5	10*	-19	-0.1	-1.4	2
CCOc1ccc(S(=O)(=O)Nc2ccc(C(=O)N/N=C/c3c(C)nn(-c4ccccc4)c3N3CCCC3)cc2)cc1	1	-4.6	-0.3	1	-1	2.5	-82	-93	-0.5	-1.1	1
NNc1nnc2c3cc(F)ccc3n(Cc3ccccc3)c2n1	-3	-1.4	0.0	-4	-1	-1.3	-3	-9	0.2	-1.0	4
O=C(COC(=O)CSc1ccc(F)cc1)NCC1CCCCC1	-2	-0.7	1.3	7	-2	1.7	-2	-10	1.2	-1.2	1
O=C1N=C2SCCN2/C1=C\c1c(Cl)cccc1Cl	3	-1.7	-0.9	-4	0	-1.5	0	4	-0.1	-1.2	0
O=C(CSc1nnc(Cn2c(=O)sc3ccccc32)n1-c1ccccc1)N1CCOCC1	1	-1.5	0.3	4	-4	0.1	0	-3	0.4	-1.8	2
CN(C)C(=O)c1cc2cc([N+](=O)[O-])ccc2s1	-6	-2.1	0.6	2	0	-0.3	1	-2	-0.3	-0.9	-1
CON/C=C(\C=Nc1ccc(Cl)cc1Cl)c1ncc(C(F)(F)F)cc1Cl	1	-0.1	-0.7	-1	6	-1.8	2	3	-0.2	-1.2	3
COc1cc(C2C(C(=O)c3ccc(C)o3)=C(O)C(=O)N2Cc2cccnc2)ccc1O (stereo unspecified)	-4	-2.1	2.7	-2	-1	-0.7	0	2	0.7	-0.9	-7
CC(=O)NCc1ccc(S(=O)(=O)N/N=C/c2ccc(Br)cc2)cc1	0	9.0*	-0.2	3	1	-0.7	2	0	0.1	0.1	2
O=C(Nc1cccc(C(F)(F)F)c1)c1cc2c(=O)c3ccccc3oc2nc1C(F)(F)F	1	-0.7	1.7	-2	-3	-3.2	2	2	0.9	-1.2	25*
COC(=O)C(C(=O)OC)c1ncccc1[N+](=O)[O-]	-7	-1.4	2.6	0	-1	0.8	5	-4	-0.7	-1.0	-3
COc1ccc(C=C(C(=O)O)c2ccc(OC)cc2)cc1	0	0.3	2.0	2	6	5.3	-5	-6	1.8	-0.2	-5
CCOC(=O)CSc1nnnn1-c1cc(OC)c(Cl)cc1OC	0	2.8	0.9	-1	-3	-0.2	9.8*	1	0.2	-0.7	-1
O=C1CCCN1Cc1ccccc1	3	0.4	0.4	2	-6	1.3	7	5	1.2	-0.9	-1
CCO[C@@H]1OC(C(=O)NCc2nc3ccccc3[nH]2)=C[C@H](c2ccccc2)[C@H]1CCCO	-1	-0.9	-1.0	-7	0	-0.9	2	4	-0.7	-1.4	-1
O=C1COc2cc(O)ccc21	-3	-1.2	0.9	6	-6	-2.4	2	0	0.1	-0.4	-4
CCOC(=O)c1c(C)oc2c1c(C=NCCC(=O)O)c(O)c1ccccc12	-2	-0.9	0.3	-1	0	-0.2	-17	-24	0.6	-1.0	1
O=C(Nc1cccc(/C=C/c2ccccn2)c1)c1cc(Cl)ccn1	2	5.0	0.4	-4	4	6.8	-28	-46	0.7	-0.8	-9

Records listed so far shown as hits in hcDAF12 agonist.
structure,ADAM17 inh,hcDAF12 agonist,DAX1 inh-1,MBD2 inh,SMARCA2 act,PLC-gamma1 inh,PLC-beta3 inh,DAX1 inh-2,ssDAF-12 act,NR1D1 modulator
CC(=O)NCc1ccc(S(=O)(=O)N/N=C/c2ccc(Br)cc2)cc1,0,9.0*,-0.2,3,1,2,0,0.1,0.1,2

Further records.
SMILES	ADAM17 inh	hcDAF12 agonist	DAX1 inh-1	MBD2 inh	SMARCA2 act	hgDAF12 agonist	PLC-gamma1 inh	PLC-beta3 inh	DAX1 inh-2	ssDAF-12 act	NR1D1 modulator
Cc1ccc(OCC(=O)NCCNC(=O)COc2ccc(C)cc2)cc1	2	-0.5	0.8	-7	-3	-0.2	6	6	0.1	-0.8	5
O=C(NCc1ccc(F)cc1)C(=O)NCC1OCCN1S(=O)(=O)c1cccs1 (stereo unspecified)	2	0.4	0.9	-1	-2	-1.0	2	1	0.3	-0.7	4
CC(=O)c1sc(NC(=O)CSCc2c(C)noc2C)nc1-c1ccccc1	1	0.1	0.9	4	-3	0.5	4	-5	0.1	-1.2	-4
Cc1cc(C)nc(N/N=C/c2cn[nH]c2-c2ccc(F)cc2)n1	0	-1.5	-0.3	-7	3	-0.4	-1	-9	-0.3	-1.8	2
COCCCNC(=O)Cn1ncc2c(=O)oc3ccccc3c21	1	-0.8	-0.1	2	-1	1.7	3	2	0.0	-1.2	0
O=C(Sc1ccc(Cl)cc1)c1cccc(Cn2cc(C(F)(F)F)ccc2=O)c1	-5	0.5	2.0	4	-3	1.1	0	-5	-0.1	-1.6	2
O=C(Nc1ccc(F)cc1)Nc1csc2ccccc12	4	0.8	·	0	-1	3.3	4	-4	-0.4	-0.6	2
COc1cc(CN2CCN(C(=O)CC(C)C)CC2)cc(OC)c1O	0	-0.6	-0.2	3	-4	-1.4	1	2	0.6	-1.0	-2
O=C(Cn1ccc(NC(=O)OCc2ccccc2)nc1=O)NCc1ccccn1	-4	-0.3	1.1	2	1	-1.7	0	1	-0.1	-0.9	-5
CC(C)(C)NC(=O)C1N(c2cccnc2)C(=O)C2C(C(=O)Nc3ccccc3)C3(C)C=CC21O3 (stereo unspecified)	-3	-0.7	2.3	1	1	-0.9	2	4	-0.1	-0.8	4
Cc1ccc(NC(=O)CSc2nc3ccccc3c(=O)n2CCCN2CCCCC2)cc1Cl	-3	-0.5	-0.1	2	-1	0.4	3	-3	0.3	-1.4	3
N#C/C(=C\c1cccc(O)c1)c1nc2ccccc2o1	-48	1.2	0.2	4	0	-2.5	-38	-50	-0.3	-0.4	3
CCC(=O)c1ccc(OCC(=O)OCC(=O)NC2CCCCCC2)cc1	-3	-1.5	0.2	-2	-1	-1.4	2	-9	0.1	-0.2	-1
Cc1cc(NS(=O)(=O)c2ccc(NC(=O)c3cc4c(=O)n5ccccc5nc4s3)cc2)nc(C)n1	-42	3.1	1.6	2	0	1.7	-101	-132	-0.2	-0.8	0
Cc1ccc(C(=O)COC(=O)C2C3C=CC(C3)C2C(=O)OCC(=O)c2ccc(C)c(C)c2)cc1C (stereo unspecified)	-3	-0.2	-1.0	1	-1	-1.1	0	0	-0.2	-0.9	3
O=C(CN1CCS(=O)(=O)CC1)NNC(=O)C1CCCCC1	0	0.8	-0.8	1	1	-0.7	-2	-6	-0.9	-1.8	-2
O=c1[nH]c2ccccc2cc1CN(CC1CCCO1)S(=O)(=O)c1ccccc1 (stereo unspecified)	-9	-1.8	-1.1	-1	-4	-3.2	-2	-6	-0.3	-1.1	-3
O=S(=O)(c1ccc(OCC(O)CN2CCN(c3ccccc3Cl)CC2)cc1)N1CCOCC1 (stereo unspecified)	-3	-1.6	-1.5	9	-3	-2.1	1	0	-1.4	-1.3	0
O=C(C[C@H]1C[C@H](C(=O)N2CCOCC2)[C@@]2(CCC3CCCC3)c3[nH]c4cc(-c5ccco5)ccc4c3CCN2C1=O)NCCN1CCOCC1	-78	-1.6	-0.2	-1	-7	-5.9	-225	-318	3.7*	-1.1	-3
COC(=O)c1sc2nc[nH]c(=O)c2c1C	-9	-0.8	1.7	1	0	1.1	-2	-8	0.4	-0.5	-4
Cc1ccc(C)c(C(=O)N(C)CC(=O)Nc2ccccc2C(F)(F)F)c1	-2	-1.5	1.3	0	-3	-0.6	1	0	-0.6	-0.2	2
CCCCCCn1cc(CN(C)C2CN(Cc3cn(CCCCCC)nn3)S(=O)(=O)C2)nn1 (stereo unspecified)	-3	0.9	·	7	-5	-0.5	0	4	0.4	-1.6	-7
CCC(Oc1ccc(C)c(C)c1)C(=O)N1CCCN(C)CC1 (stereo unspecified)	-2	-2.1	0.5	-2	0	-0.1	3	-2	-0.7	-1.1	0
CCCCN(C(=O)/C=C/c1ccco1)c1c(N)n(Cc2ccccc2)c(=O)[nH]c1=O	-1	1.2	2.0	-3	6	3.6	2	-5	-0.5	-0.9	-3
CCC(COC(C)=O)Nc1nc2c([nH]1)c(=O)n(C)c(=O)n2C (stereo unspecified)	-2	0.1	0.0	4	0	2.0	-1	-5	0.1	-1.0	-3

New compounds follow.
SMILES	ADAM17 inh	hcDAF12 agonist	DAX1 inh-1	MBD2 inh	SMARCA2 act	hgDAF12 agonist	PLC-gamma1 inh	PLC-beta3 inh	DAX1 inh-2	ssDAF-12 act	NR1D1 modulator
O=C(O)/C(=C\c1ccccc1Cl)c1ccc(S(=O)(=O)N2CCCCC2)s1	-2	1.2	1.3	5	0	-3.2	-5	-7	0.2	-1.3	0
O=C(c1ccc(S(=O)(=O)N2CCOCC2)cc1)N1CCN(c2cccc(Cl)c2)CC1	-1	-1.0	-0.6	0	2	-2.3	2	3	0.6	-1.3	-4
Cc1noc(C)c1C(=O)OCC(=O)Nc1ccccc1C(=O)NC(C)c1ccccc1 (stereo unspecified)	-5	-3.3	-1.6	-2	-1	-0.3	-5	-2	-1.1	-1.6	-9
COc1ccccc1C1C(C(=O)c2ccco2)=C(O)C(=O)N1c1cc(C)on1 (stereo unspecified)	2	0.4	-0.3	-5	-2	-3.4	-13	-23	-1.6	-1.1	0
O=C(N/N=C/c1ccc(OC(=O)c2ccco2)cc1)c1ccccn1	-5	2.6	·	0	7	17*	-6	-7	4.0*	-0.3	1
COc1ccc(C2=NCC(CSc3nnc(-c4ccc5c(c4)OCO5)o3)S2)cc1 (stereo unspecified)	-8	-0.4	-0.3	4	3	0.4	-20	-28	0.0	-0.6	-3
O=C(NNC(=S)NCCCN1CCOCC1)c1ccncc1	-1	-0.8	0.9	-6	-1	2.1	1	-3	-0.3	-1.2	0
O=C(CCc1nnc(CCCCc2ccccc2)o1)NC1CCCC1	-2	-2.5	-0.4	3	-3	-0.3	2	-3	-0.7	-1.5	-1
CCN(CC)c1ccc(/C=C(\C#N)C(N)=S)cc1	1	-1.1	-0.7	-9	4	2.6	-2	-12	-0.8	-1.4	76*
COC(=O)c1ccc(CN2CCCC(CO)(Cc3ccc(F)cc3F)C2)cc1 (stereo unspecified)	3	-2.5	-1.0	-4	-2	-1.3	0	-9	-0.2	1.0*	2
